High-throughput results deposited in PubChem BioAssay by several laboratories.
NOD2-RIPK2 inh = blocks binding of human NOD2 to RIPK2; inhibition, % at 4.98 µM; hit rate 0.38% among 360,000; CHO BLA complementation NOD2-RIPK2, CCF4 ratio; O43353; in the data active = inhibition above about 21%;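 also: 0% = vehicle only and 100% = reference blocker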
Granule exo inh = lytic granule exocytosis inhibition. inhibition, % at 10 µM. AID 651702. TALL-104 LAMP-1 surface exposure, flow cytometry; cells stimulated with thapsigargin and PMA. hit rate 0.66% among 360,000;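 active = inhibition above about 55%, limit read from the data; inconclusive = no clear call, values can overlap the other calls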
aDG glyco up = alpha-DG glycosylation activation; AID 624168; Pro5-aDG cells, alpha-DG glycosylation AlphaScreen (IIH6); 0% Pro5, 100% B10-LARGE cell signal; hit rate 0.22% among 360,000; activation, % at 10 µM;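 active = activation of at least 8% versus controls, or a plate z-score of at least 8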;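 also: Pro5 are CHO cells carrying HIG-tagged alpha-DG that lacks glycosylation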
MC4R barr agon = human MC4R agonism via beta-arrestin; P32245; U2OS MC4R beta-arrestin complementation, luminescence; percent of melanotan II response, DMSO zero; activation, % at 8.9 µM; hit rate 0.98% among 360,000; AID 540308;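 active = activation above a per-plate cutoff, the mean activation of sample wells on that plate plus 3 SD, cut at about 8% in these data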
ABHD5-PLIN5 inh = inhibitors of human ABHD5-perilipin-5 interaction; Q00G26+Q8WTS1; Split G. princeps luciferase complementation, luminescence, 4 h; inhibition, % at 4 µM; hit rate 0.78% among 360,000;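 active = inhibition above the mean inhibition across every tested compound plus 3 SD, cut at about 22% in these data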;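 also: 0% = DMSO only wells and the 100% control is not disclosed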
MC4R antag cAMP = antagonists of human melanocortin 4 receptor (MC4R); inhibition, % at 6.5 µM; MC4R-expressing cells, MTII-stimulated cAMP, LANCE TR-FRET; P32245; hit rate 0.48% among 360,000;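 active = inhibition above its plate's cutoff, the mean of tested wells on that plate plus 3 SD, cut at about 29% in these data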;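 also: 0% = Melanotan II alone and 100% = Melanotan II plus saturating MCL0020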
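System – human MC4R-expressing U2OS cells · Also added – Melanotan II · Dosing – one concentration, 6.5 µM nominal · Timing – 30-min compound, 1-h challenge, 1-h detection, room temperature · Measured by – Eu-cAMP/anti-cAMP TR-FRET, emission 671 nm · Replicates – singlicate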
TLR9-MyD88 inh = inhibitors of human TLR9-MyD88 binding; CHO BLA complementation TLR9-MyD88, CCF4 FRET ratio; inhibition, % at 4.98 µM; hit rate 0.21% among 340,000; AID 504734;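 active = inhibition above the mean over all tested compounds plus 3 SD, cut at about 21% in these data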;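 also: 0% = DMSO only wells and 100% = clavulanate BLA inhibitor control wells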
ABCB6 inh MLPCN = human ABCB6 transporter inhibition; hit rate 0.19% among 360,000; Q9NP58; K562-ABCB6 porphyrin accumulation, flow cytometry, 1 h; active compounds read low; AID 602162; fluorescence ratio to DMSO, % at 10 µM;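 active = fluorescence ratio to DMSO below 75%, the collection mean minus 3 SD; inconclusive = too few cells collected in the well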;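 also: signal is porphyrin accumulated inside mitochondria; 100% equals median channel fluorescence of DMSO control wells; lower ratio means ABCB6 inhibition with less porphyrin fluorescence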
Vif inh = blocks HIV Vif function; HEK293T cells, Vif self-association by quenched fluorescence, imaging, 24 h; inhibition, % at 7.49 µM; hit rate 0.35% among 340,000; AID 602346; in the data active = inhibition above about 50%, passing the limit was not always enough; inconclusive = no clear call, values can overlap the other calls; inactive = below about 31%; also: some results filed as inactive read as strong as hits
N-glyco inh = N-linked glycosylation inhibition; D54 ERlucT glycosylation luciferase reporter, 24 h; percent of 100 nM tunicamycin response; hit rate 0.23% among 360,000; reporter increase, % at 12.5 µM;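 active = mean luciferase reporter signal, scaled so untreated is 0 and the glycosylation-blocking control 100, at or above a set limit in every replicate; inconclusive = mean reaches the limit but not every replicate does; inactive = mean below the limit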;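 also: luciferase carries N-glycosylation sites so blocking glycosylation raises the light; 0% = median of neutral control wells and 100% = median of 100 nM tunicamycin wells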
* = called active by the depositor; ? = inconclusive; . = not tested or not shown. Only part of the results is shown; count on the stated rates, not on these rows.

molecule,NOD2-RIPK2 inh,Granule exo inh,aDG glyco up,MC4R barr agon,ABHD5-PLIN5 inh,MC4R antag cAMP,TLR9-MyD88 inh,ABCB6 inh MLPCN,Vif inh,N-glyco inh
COc1ccc(OC)c(C(=O)c2coc3ccc(OC(C)=O)cc23)c1,-4,1,0.1,0.9,11,-6,7,95,1,0
Clc1ccc(C=NN2CCCCCC2)c(Cl)c1,2,-1,0.2,0.7,1,0,-7,96,-3,1
O=C(O)/C=C/c1cn(-c2ncc(C(F)(F)F)cc2Cl)c2ccccc12,-12,-2,-0.4,2.6,-3,3,6,89,-4,-2
Cc1ccccc1Oc1nc2ccccc2n2cnnc12,1,8,0.1,-0.1,4,-3,-3,92,7,3
O=C(c1ccc(N2CN(C(=O)c3ccco3)c3nc4ccccc4nc32)cc1)N1CCOCC1,2,9,-0.2,2.1,8,23,-6,100,-9,3
CCOc1ccc(-n2nc(C(=O)NC3CCCCC3)c3ccccc3c2=O)cc1,-2,7,0.5,0.0,7,7,-14,98,3,1
Cc1ccc(C(C)NC(=O)C2CCCO2)cc1C (configuration not stated),-1,-2,0.9,1.1,3,-2,5,100,3,0
COc1cc(OC)cc(C(=O)N2CCN(Cc3ccc4c(c3)OCO4)CC2)c1,-6,6,0.1,-1.4,-8,4,-9,95,1,-1
O=c1oc(-c2ccco2)nc2sc3c(c12)CCCCC3,-5,1,-0.3,-2.3,-4,7,7,98,-1,1
Cc1ccc(-c2nc3ccccc3c(=O)n2CCCn2ccnc2)cc1,1,-3,0.0,3.4,4,1,0,99,-14,5
COC(=O)C1=C(C)N=C2SC(C)C(=O)N2C1c1ccc(C(=O)OC)cc1 (configuration not stated),-2,-2,-0.2,-0.6,-4,-1,-5,88,5,0
O=C(OCC(O)C1OC(c2ccccc2)OC(COC(=O)c2ccccc2)C1O)c1ccccc1 (configuration not stated),1,-13,-0.3,.,-5,.,.,95,-3,0
CN(Cc1ccccc1)C(=O)COC(=O)c1ccc2ccccc2n1,3,-2,-0.5,-3.5,-1,27,3,90,-3,2
CC(C)(C)c1cc(CN2CCC(O)CC2)cc(C(C)(C)C)c1O,7,9,0.1,0.5,-4,-2,-6,87,11,-4
O=c1c2c3c(sc2ncn1/N=C/c1ccc(Br)o1)CCCC3,-10,3,-0.1,1.3,6,10,-1,102,6,6
CC(NC(=O)c1sc2cc([N+](=O)[O-])ccc2c1Cl)C(C)(C)C (configuration not stated),-4,1,0.2,-2.5,-5,2,-1,92,-11,-1
COc1ccc(-c2c3c(=O)n(C)c(=O)n(C)c3cn2-c2ccccc2)cc1,-8,2,0.2,1.0,8,22,-13,96,20,-1
O=C(Nc1ccc(Cl)cn1)c1ccc([N+](=O)[O-])o1,1,-2,5.3,0.1,-2,-7,-13,110,17,10
CCn1ccc(C(=O)Nc2sc3c(c2C(=O)OC)CCC3)n1,6,2,-0.3,-3.0,3,20,-9,94,-19,2
O=C(CCCOc1ccccc1)NCC1CCCO1 (configuration not stated),-3,5,-0.1,-2.6,-6,11,3,91,.,-1
O=C(CCCOc1ccc(Cl)cc1Cl)Nc1ccccn1,-2,-1,-0.1,-0.8,4,-3,8,92,.,1
O=C(CCN1C(=O)/C(=C/c2ccccc2)SC1=S)Nc1cccnc1,3,10,-0.1,11*,1,14,7,97,2,-4
COc1ccc(CN(CCCN2CCOCC2)C(=O)Nc2ccccc2)cc1OC,-2,-2,0.1,-1.8,2,1,2,68*,-6,0
COC(=O)c1cccc(C(=O)Oc2cccc(Br)c2)n1,-9,1,-0.2,-1.6,-6,-2,3,99,0,-1
CCN(CC(=O)Nc1cc(Cl)ccc1C)C(=O)C1CCN(c2ncnc3sc(C)c(C)c23)CC1,2,-11,-0.1,-2.9,10,22,-7,85,-4,-5
COc1ccc(-n2cccc2/C=C/[N+](=O)[O-])cc1,-8,5,-0.1,1.0,12,15,10,107,12,?
COc1ccc(OC)c(CCNC(=O)CN2C(=O)CCSc3ccccc32)c1,0,4,0.1,0.0,4,4,12,100,-10,-1
Cc1cccc(C(=O)N(NC(=O)Oc2ccccc2)C(C)(C)C)c1,-13,-1,0.1,0.0,-3,6,-4,97,2,0
CC1CCN(C(=O)C2CCN(S(=O)(=O)c3cnc[nH]3)CC2)CC1,-2,1,-0.2,-2.6,-6,1,11,98,3,2
O=c1[nH]c(=S)n(-c2ccc(Br)cc2)c2ncccc12,1,1,-0.2,0.1,5,-7,-7,96,2,0
CCC(=O)Nc1nc2ccccc2n1CCN(C)C,-13,0,0.2,-1.5,-3,7,7,91,4,1
Cc1cccc(C)c1NC(=O)C1CCCN1C(=O)OC(C)(C)C (configuration not stated),10,-5,-0.2,-2.9,7,22,-3,99,-3,1
COc1cccc(NC(=O)CCNC(=O)Cn2ccc3ccccc3c2=O)c1,3,0,-0.2,-1.6,1,-4,8,99,-7,4
O=C(COC(=O)CNS(=O)(=O)c1ccccc1)NC12CC3CC(CC(C3)C1)C2,-5,-2,-0.2,0.3,-1,9,-6,91,-4,3
O=C(O)c1ccc(N/N=C/c2ccc3c(c2)OCO3)cc1,-3,-2,0.0,-0.1,0,1,.,102,-3,-20
NC(=O)c1ccc(NC(=O)COc2cccc3c2CCNC3=O)cc1,2,0,-0.1,-3.0,8,1,5,101,-1,-1
CCc1cc2cc(C(=O)Nc3ccccc3F)sc2s1,4,-7,0.1,9.0*,-6,-2,12,97,-8,-8
Cn1c2c(c(=O)n(C)c1=O)[C@@H]1c3c(ccc4ccccc34)OC[C@@H]1CO2,-2,0,-0.3,-0.6,3,-1,11,98,-1,0
C[N+]12CCCCC1[C@@H](CO)CCC2 (some centres not stated),-13,4,-0.1,-0.9,-12,17,-5,97,-1,2
O=C(O)CNC(=O)C1(NC(=O)OCc2ccccc2)CCCC1,-3,3,0.2,2.3,-7,2,-2,101,2,0
Cc1cccc(C2N(c3nccs3)C(=O)C3CCCN32)c1 (configuration not stated),-52,0,0.0,-1.5,-10,8,4,96,3,0
CCOc1ccc(NC(=O)CN(C)C(=O)c2cccc(S(=O)(=O)N3CCCC3)c2)cc1OCC,-3,1,0.4,-1.4,-6,-3,2,96,-6,4
CC(C(=O)Nc1ccc2c(c1)OCCO2)N1CCN(C(=O)c2ccco2)CC1 (configuration not stated),3,-6,0.1,0.2,-5,2,0,93,-3,1
O=C(NC1CSCC1OC(=O)c1ccccc1)c1ccccc1 (configuration not stated),-4,-1,0.1,-1.8,-3,19,-4,99,1,-2
Cc1ccc(CNC(=O)c2cn(C)c(=O)c3c2c2ccccc2n3C)o1,6,3,0.2,-0.2,7,4,9,96,-5,4
CC(=O)Cc1nsc(NC(=O)c2ccccc2)n1,-6,1,0.0,1.2,3,3,-6,99,14,2
COc1ccc(-c2nnc(Nc3ccc(OC)c(C(=O)N4CCCCC4)c3)c3ccccc23)cc1,2,20,0.4,1.1,0,14,-4,94,15,-1
O=C(CCCCCn1nnc2ccccc2c1=O)N[C@H](C(=O)O)c1ccccc1,3,1,0.3,2.8,13,-2,3,94,-7,1
Cc1ccc(C(=O)Nc2ccc(C(=O)N3CCCCC3C)cc2)cc1 (configuration not stated),-6,1,-0.1,-1.6,10,4,-7,93,-3,-1
COc1ccccc1CN1CCNC(=O)C1CC(=O)N(C)C1CCOCC1 (configuration not stated),-12,0,0.1,-1.9,2,13,0,103,4,0
Cn1nccc1C(=O)N1CCN(C23CC4CC(CC(C4)C2)C3)CC1,-3,-4,0.2,-3.2,2,-6,-3,94,6,4
O=C(NCC(=O)N(Cc1ccco1)C(C(=O)NC1CCCCC1)c1cccnc1)c1ccco1 (configuration not stated),4,-1,0.7,-0.5,5,22,1,93,10,0
CCOC(=O)C1(Cc2ccccc2)CCN(CC2CC=CCC2)CC1 (configuration not stated),-2,-1,-0.3,-0.5,2,7,4,99,-8,-3
NC(=O)[C@@H]1CCCN1Cc1nc(Cc2ccccc2F)no1,0,-1,-0.2,1.3,8,19,6,98,3,2
COc1ccc(CNC(=O)CNC(=O)[C@@H]2Cc3ccccc3CN2)cc1,-7,-10,-0.4,-0.3,4,7,-2,99,18,0
Cc1ccc(-c2csc(Nc3ccccc3)[n+]2CCc2ccccc2)cc1,-4,0,0.0,-0.8,-31,11,10,100,3,-1
Cc1sc2ncn(CC(=O)Nc3ccccc3F)c(=O)c2c1-c1ccccc1,2,-3,0.0,-1.0,0,15,5,88,-2,-2
CCOc1ccc(-c2nc(C#N)c(N3CCOCC3)o2)cc1,-15,-2,0.1,0.4,2,-1,4,99,3,0
O=C(Nc1cccnc1)C(Cc1ccccc1)n1cccc1 (configuration not stated),-4,2,-0.1,3.2,16,1,-4,107,.,-3
COc1ccc(NC(=S)NCCCCCC(=O)C[N+](=O)[O-])cc1,9,-1,0.1,-1.1,-3,11,-12,102,4,-2

Quoted from the listing:
`CC1CCN(C(=O)C2CCN(S(=O)(=O)c3cnc[nH]3)CC2)CC1` | ABCB6 inh MLPCN: 98
`CCOc1ccc(-c2nc(C#N)c(N3CCOCC3)o2)cc1` | MC4R antag cAMP: -1

The listing continues:
molecule,NOD2-RIPK2 inh,Granule exo inh,aDG glyco up,MC4R barr agon,ABHD5-PLIN5 inh,MC4R antag cAMP,TLR9-MyD88 inh,ABCB6 inh MLPCN,Vif inh,N-glyco inh
Cn1c(=O)c2c(nc(SCC(=O)c3ccc(F)cc3)n2C)n(C)c1=O,9,0,0.2,-0.9,2,-2,-5,88,-10,-1
Cc1ccc2c(c1)nnn2C1CCN(C(=O)c2cccs2)CC1,-13,-3,0.2,0.7,0,-2,7,83,-2,0
Cc1c(C)c(C)c2[nH]c(-c3ccc4c(c3)OCO4)nc2c1C,1,61*,0.2,2.7,4,9,-5,75,-14,-1
Cc1ccc(CNC(=O)c2cccc3c2C(=O)c2ccc(N4CCCCC4)cc2S3(=O)=O)cc1,27*,-2,0.0,-1.2,11,8,25*,110,?,-3
O=S(=O)(c1ccc(NC(=S)NN=C(C2CC2)C2CC2)cc1)N1CCOCC1,0,-6,-0.2,-2.8,-1,2,-1,91,11,3
COc1ccc(CCNc2nc(-c3ccc(NC(C)=O)cc3)cs2)cc1OC,-9,0,0.1,0.3,1,10,-9,98,-5,-1
Cc1ccc(-c2nc(N/N=C/c3cccnc3)c3ccccc3n2)cc1,0,4,-0.2,1.2,4,8,-9,94,.,-2
O=c1[nH]cccc1-c1nc2ccccc2n1Cc1ccc(Cl)cc1,-17,-5,0.1,-0.4,-2,3,7,96,-11,-2
